Compound activity (PubChem BioAssay)
TRHR agonist – activates the human TRH receptor. P34981. TRHR cells, calcium flux fluo-8, FDSS agonist mode. activation, % at 2 µM. 360,000 compounds, 0.18% hits; in the data active means activation above about 30%; further: 0% is about no effect
Target sequence (P34981 whole entry, looked up): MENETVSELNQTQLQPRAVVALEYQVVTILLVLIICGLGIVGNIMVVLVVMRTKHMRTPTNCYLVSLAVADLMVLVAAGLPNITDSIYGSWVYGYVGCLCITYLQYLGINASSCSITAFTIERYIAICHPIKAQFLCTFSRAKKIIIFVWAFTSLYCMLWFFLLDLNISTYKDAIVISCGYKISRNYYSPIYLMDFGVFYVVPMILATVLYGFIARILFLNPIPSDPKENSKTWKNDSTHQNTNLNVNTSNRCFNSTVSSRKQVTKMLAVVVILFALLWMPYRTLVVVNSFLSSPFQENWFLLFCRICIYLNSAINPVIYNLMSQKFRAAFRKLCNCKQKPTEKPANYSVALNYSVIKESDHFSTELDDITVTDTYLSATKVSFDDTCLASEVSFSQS
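TRHR-expressing cells loaded with fluo-8 calcium dye; 23 nL library compound pin-transferred, kinetic FDSS fluorescence (Ex 480/Em 530) recorded about 180 s for agonist-induced calcium release, before a 10 nM TRH EC20 addition for potentiator mode.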
TRHR enhancer – TRH receptor (human) allosteric enhancement | 360,000 compounds, 0.66% hits | TRHR cells, fluo-8 calcium fluorescence, EC20 TRH enhancement | enhancement, % at 2 µM | P34981 | AID 493056; in the data active means enhancement above about 30%; further: 0% is about no effect
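TRHR-expressing cells loaded with fluo-8 calcium dye were read kinetically (ex 480/em 530) during compound addition, then stimulated with an EC20 of TRH (10 nM final). Enhancement of the Gq-mediated intracellular calcium response was scored.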
D1 potentiator – potentiators of human D1 dopamine receptor | P21728 | HEK293 TREx D1 cells, calcium flux, dopamine EC20 potentiation | potentiation, % at 10 µM | 360,000 compounds, 0.036% hits | AID 504651; in the data active means potentiation above about 30%; further: 0% is about no effect
RXFP1 ag – RXFP1 (human) receptor agonism. Q9HBX9. HEK293T-RXFP1 cAMP TR-FRET, 30 min; response scale: percent of porcine relaxin response, buffer zero. 370,000 compounds, 0.3% hits. Potency, µM (highest dose often 57.5 µM), without a hit: top-dose activation, most hits filed as activators. AID 2676; further: potency means the concentration at half of the fitted maximal effect; on the % scale 0 is the no-effect control and ±100 the full control effect; nearly all actives have a fitted effect of over 60% in size; many of its hits are not listed in these tables
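cAMP rise read by TR-FRET after 30 min, 37C compound exposure (up to 58 uM) in RXFP1-transfected HEK293 cells with Ro 20174 present. EC50 from Hill-equation fits, with 29 nM porcine relaxin as 100% and buffer as basal.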
D1 antagonist – blocks dopamine activation of the human D1 receptor; P21728; HEK293 TREx D1 cells, calcium flux, dopamine EC80; hits give low values; activity change, negative = inhibition, % at 10 µM; 360,000 compounds, 3.2% hits; in the data active means activity change below about -30%; further: on the % scale 0 is the no-effect control and ±100 the full control effect
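Tetracycline-induced HEK293 T-REx cells with force-coupled D1 receptor were loaded with a no-wash calcium dye. Compound was added after a 10 s baseline and read kinetically for 180 s; EC80 dopamine was then added and calcium flux followed another 180 s.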
RXFP1 antagonist – RXFP1 (human) relaxin receptor antagonism; HEK293-RXFP1, relaxin-stimulated cAMP HTRF, 30 min; hits give low values; 350,000 compounds, 0.59% hits; Q9HBX9; activity change, negative = inhibition, % at 57.5 µM;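 active means activity change of -60% or lower, but not beyond a set lower limit; inconclusive means change between -60% and -40%, or beyond the set limit; inactive means change above -40%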; further: on the % scale 0 is the no-effect control and ±100 the full control effect
Anesthetic bind – candidate novel general anesthetic via apoferritin binding. 350,000 compounds, 0.074% hits. P02791. apoferritin/1-aminoanthracene competitive binding, fluorescence. Potency, µM (titrated, usually from 77.5 µM), for inactives: at the top dose activity change, negative = displacement, actives largely listed as inhibitors; further: potency means the concentration at half of the fitted maximal effect; on the % scale 0 is the no-effect control and ±100 the full control effect; nearly all actives have a fitted effect of over 20% in size
Target sequence (P02791 2-175 limits assumed): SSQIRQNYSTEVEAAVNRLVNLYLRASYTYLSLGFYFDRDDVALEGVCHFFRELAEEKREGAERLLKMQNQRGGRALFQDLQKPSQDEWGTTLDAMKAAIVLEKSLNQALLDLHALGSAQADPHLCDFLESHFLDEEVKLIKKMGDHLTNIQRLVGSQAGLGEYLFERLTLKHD
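Apoferritin-based anesthetic binding model; compound displacement of fluorescent 1-AMA measured as endpoint fluorescence after 10 minutes at room temperature, scaled to free-ligand and complex controls.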
D1 ag – human D1 receptor agonism; HEK293 T-REx D1 cells, calcium flux, agonist mode; activation, % at 2 µM; 360,000 compounds, 1% hits; in the data active means activation above about 30%; further: 0% is about no effect
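Inducible HEK293 T-REx D1 cells, force-coupled to calcium signalling, were plated at 4000 cells/well with tetracycline and held overnight at 30 C. After no-wash calcium dye loading, compound-evoked calcium rise over 180 s flagged agonists.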
D2 potentiator – D2 dopamine receptor (human) potentiation. P14416. potentiation, % at 10 µM. HEK293 T-REx D2, calcium flux, EC20 dopamine potentiation. 340,000 compounds, 0.34% hits;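 active means potentiation over 3 SD above the plate norm, cut at about 30% in these data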; further: 0% is about no effect
Target sequence (P14416 whole entry, looked up): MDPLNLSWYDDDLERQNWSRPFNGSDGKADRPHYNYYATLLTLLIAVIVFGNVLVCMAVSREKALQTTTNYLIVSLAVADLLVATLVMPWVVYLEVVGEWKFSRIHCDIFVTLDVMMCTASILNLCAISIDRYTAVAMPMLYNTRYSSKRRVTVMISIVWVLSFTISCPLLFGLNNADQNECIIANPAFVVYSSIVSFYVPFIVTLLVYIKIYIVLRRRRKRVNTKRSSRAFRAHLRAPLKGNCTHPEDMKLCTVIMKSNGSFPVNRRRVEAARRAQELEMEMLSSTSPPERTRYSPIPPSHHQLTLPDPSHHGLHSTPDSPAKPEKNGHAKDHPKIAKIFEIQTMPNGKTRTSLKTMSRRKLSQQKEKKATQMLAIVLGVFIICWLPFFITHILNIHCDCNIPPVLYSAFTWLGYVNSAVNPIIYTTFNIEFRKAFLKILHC
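Potentiation of an EC20 dopamine calcium response measured kinetically over 180 s, after a preceding 180 s compound-only read flagging agonists. Cells: inducible Hek293 Trex D2 line, 4000/well, cultured overnight at 30 C before dye loading.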
* marks the source's active call; other numbers are inactive results; ? = inconclusive; nt = no result given; [ ] = remark or other dose. Unless noted, the call rests on the fitted dose curve; in most records, active means well fitted curve in the direction sought with a large enough effect; inconclusive means small, poorly fitted or top-dose-only effect, or another doubt; inactive means no such curve, though single readings can be large; an effect the other way counts as inactive or inconclusive. This is a subset; rates above refer to the full screens.

The opening 2 compounds, ahead of the listing:
#1 O=C(CC1(c2ccc(Cl)cc2)C2CC3CC(C2)CC1C3)NCCO (centres undefined)
#2 Cc1ccc(SCC(=O)OCC(=O)NC(C)c2ccc(F)cc2)cc1 (centres undefined)

compound no.	1	2
TRHR agonist	-0.4	-0.8
TRHR enhancer	-5	0
D1 potentiator	3	-3
RXFP1 ag	0.8%	-0.2%
D1 antagonist	-4	3
RXFP1 antagonist	-6	-2
Anesthetic bind	-13%	nt
D1 ag	1	1
D2 potentiator	10	-2

The listing, repeating the preview:
#1 O=C(CC1(c2ccc(Cl)cc2)C2CC3CC(C2)CC1C3)NCCO (centres undefined)
#2 Cc1ccc(SCC(=O)OCC(=O)NC(C)c2ccc(F)cc2)cc1 (centres undefined)
#3 CCCCN1C(=O)CN(CCc2ccccc2)C(=O)C1c1ccc(OC)cc1 (centres undefined)
#4 Cn1c(SCC(=O)Nc2ccc3nc(SCC(=O)N4CCCC4)sc3c2)nnc1-c1ccc(N)cc1
#5 O=C(COC(=O)[C@@H]1CCCN1S(=O)(=O)c1ccccc1F)c1ccccc1
#6 CCc1sc(C(=O)Nc2ccsc2C(=O)OC)cc1Br
#7 CCCc1[nH]nc2c1C(c1c(C)nn(-c3ccccc3)c1Cl)C(C#N)=C(N)O2 (centres undefined)
#8 S=C(Nc1ccc2[nH]ccc2c1)NC1CCCCC1

compound no.	1	2	3	4	5	6	7	8
TRHR agonist	-0.4	-0.8	-0.3	0.2	-0.4	-0.3	0.4	0.7
TRHR enhancer	-5	0	-1	4	-5	3	5	1
D1 potentiator	3	-3	-10	2	-10	-2	-2	0
RXFP1 ag	0.8%	-0.2%	0.0%	-0.7%	0.1%	4.0%	-0.4%	1.6%
D1 antagonist	-4	3	4	-6	-9	-5	4	5
RXFP1 antagonist	-6	-2	11	-13	2	2	8	5
Anesthetic bind	-13%	nt	-9%	-18%	-13%	-6%	-15%	3%
D1 ag	1	1	-1	1	6	-1	2	1
D2 potentiator	10	-2	10	5	-17	4	15	-2

#9 CC(c1ccccc1)N(C)C(=O)CSc1nnc(C2CC2)n1C1CC1 (centres undefined)
#10 O=C(Cc1c(O)c2ccccc2[nH]c1=O)OC1CCCCC1
#11 COc1ccc(/C=N/NC(=O)c2cc(C3CC3)[nH]n2)cc1OC
#12 Cc1ccc(C(=O)C(c2ccccc2)N2Cc3ccccc3C2=N)cc1 (centres undefined)
#13 CCN(CC)c1cc(C)c2cc(NC(=O)c3ccc(Br)o3)ccc2n1
#14 COc1cccc(C=Nc2ccc3c(c2)CCC3)c1O
#15 CCOC(=O)c1c(S(=O)(=O)N2CCC(C(=O)N3CCN(c4cc(C)ccc4C)CC3)CC2)c(C)n(C)c1C
#16 O=C(O)CNC(=O)CCCn1nnc2ccccc2c1=O

compound no.	9	10	11	12	13	14	15	16
TRHR agonist	-0.3	-0.1	0.5	1.5	-0.7	-0.3	-0.7	-0.3
TRHR enhancer	-6	-6	-7	-3	1	1	1	5
D1 potentiator	0	3	-4	2	-3	11	-2	-1
RXFP1 ag	1.8%	2.6%	-1.1%	2.5%	-3.3%	1.3%	0.3%	8.7%
D1 antagonist	4	4	-6	0	-55*	-8	-92*	0
RXFP1 antagonist	-8	-12	-10	-6	-1	-11	-2	-3
Anesthetic bind	nt	-10%	0%	38%[activator]	-5%	?	-10%	-10%
D1 ag	0	1	3	1	0	1	0	3
D2 potentiator	6	-4	0	-3	3	-6	6	nt

#17 Cc1ccc(S(=O)(=O)NCCC(=O)NCc2ccc3c(c2)OCO3)cc1C
#18 O=C(CN1CCCCC1)Nc1ccc(Br)cc1[N+](=O)[O-]
#19 NC(=O)C(CC(=O)O)NC(=O)[C@@H]1CCCNc2c(I)cc([N+](=O)[O-])cc2C(=O)N[C@@H](CO)C(=O)N[C@@H](Cc2ccc(O)cc2)C(=O)N1 (some centres undefined)
#20 Cn1c(=O)c2c(nc(NCc3ccco3)n2CC(O)COc2ccccc2)n(C)c1=O (centres undefined)
#21 CSc1ccc(Cl)c(C(=O)NCCOc2cc(C)ccc2C(C)C)c1
#22 COc1cc2c(cc1NC(=O)Nc1ccc(F)cc1)oc1ccccc12
#23 O=C(CCSc1ccc(Cl)cc1)Nc1cccnc1
#24 Cc1ccc(Nc2ncnc3c2cnn3-c2ccc(C)cc2)cc1

compound no.	17	18	19	20	21	22	23	24
TRHR agonist	-0.4	-0.4	0.2	-0.4	3.0	0.1	-1.0	-1.1
TRHR enhancer	-3	-3	0	6	-11	1	11	6
D1 potentiator	-3	3	-5	-13	-4	-9	13	-4
RXFP1 ag	0.2%	-1.6%	0.5%	4.2%	4.3%	6.1%	-1.1%	0.1%
D1 antagonist	-2	nt	8	8	5	-3	-2	2
RXFP1 antagonist	-11	-16	nt	nt	-4	-11	-3	-3
Anesthetic bind	-15%	-11%	-2%	-17%	29%	2%	-9%	5%
D1 ag	-1	0	-1	-1	16	2	7	0
D2 potentiator	11	-3	-5	-2	0	-1	-17	-9

#25 Cc1ccsc1/C=C(\C#N)C(=O)NCc1cccnc1
#26 O=[N+]([O-])c1cc(/C=N/N2CCN(Cc3ccccc3)CC2)ccc1Cl
#27 Cc1[nH]c2ccc(C(=O)N3CCN(c4ccc(F)cc4)CC3)cc2c1C
#28 Cc1ccc(N=C(NOC(=O)c2ccccc2)c2nonc2N)c(C)c1
#29 COc1cc(/C=C/C(=O)N2CCN(C(=O)/C=C/c3cc(OC)c(OC)c(OC)c3)CC2)cc(OC)c1OC
#30 Cc1ccc(C(=O)NC2CCN(S(=O)(=O)c3ccccc3)CC2)cc1
#31 CCCC[C@@H]1CNCCN1CCc1cccc2ccccc12
#32 COc1cccc(NC(=O)CN2C(=O)C3(OCCCO3)c3ccccc32)c1

compound no.	25	26	27	28	29	30	31	32
TRHR agonist	-1.2	0.7	1.1	0.3	0.4	0.3	0.7	-0.1
TRHR enhancer	4	-9	-2	3	2	5	-1	2
D1 potentiator	-8	-5	-8	-1	-2	3	-2	-5
RXFP1 ag	-0.7%	4.1%	-0.2%	-0.9%	3.8%	0.8%	-1.6%	2.3%
D1 antagonist	5	-3	-2	-8	-3	-1	10	2
RXFP1 antagonist	-6	1	-6	?	-11	-16	nt	9
Anesthetic bind	-11%	-8%	-20%	-23%	-11%	-4%	nt	-20%
D1 ag	1	0	8	3	0	2	12	0
D2 potentiator	-21	-11	-6	-1	8	18	19	5

Laid out differently: entries from further up.
item	smiles	TRHR agonist	TRHR enhancer	D1 potentiator	RXFP1 ag	D1 antagonist	RXFP1 antagonist	Anesthetic bind	D1 ag	D2 potentiator
29	COc1cc(/C=C/C(=O)N2CCN(C(=O)/C=C/c3cc(OC)c(OC)c(OC)c3)CC2)cc(OC)c1OC	0.4	2	-2	3.8%	-3	-11	-11%	0	8
30	Cc1ccc(C(=O)NC2CCN(S(=O)(=O)c3ccccc3)CC2)cc1	0.3	5	3	0.8%	-1	-16	-4%	2	18

Continued.
#33 COc1cccc(N2CCN(c3ncc4c(n3)CCN(Cc3ccc(Br)cc3)C4)CC2)c1
#34 CCN1CCn2c3c(c4cccc(C)c42)CCCC31 (centres undefined)
#35 CC1(C)N([O-])C(c2cccs2)=C[N+]1=O
#36 C/C(CCc1ccc2c(c1)OCO2)=N\NC(=O)c1ccccc1Br
#37 COC(=O)[C@H](CC(C)C)NC(=O)NC1CCCc2ccccc21 (some centres undefined)
#38 O=C(NC12CC3CC(CC(C3)C1)C2)C1CC(=O)N(c2ccc(Br)cc2)C1 (centres undefined)
#39 O=C(CN1CCCCC1)Nc1cc(S(=O)(=O)N2CCOCC2)ccc1N1CCCC1
#40 CCN1CCN(c2nc3ccccc3nc2C(C#N)C(=O)OCc2ccccc2)CC1 (centres undefined)

compound no.	33	34	35	36	37	38	39	40
TRHR agonist	0.0	0.2	0.0	0.5	0.1	-1.0	1.8	2.0
TRHR enhancer	-4	-3	-4	-3	-2	13	5	1
D1 potentiator	-1	7	-3	-7	-2	5	1	-5
RXFP1 ag	0.9%	2.4%	2.4%	0.2%	0.5%	0.1%	1.7%	0.1%
D1 antagonist	5	49	-6	-19	0	-5	0	-22
RXFP1 antagonist	-15	-26	-12	-2	-8	-4	6	-15
Anesthetic bind	35%[activator]	-4%	-19%	-23%	-15%	-21%	nt	-21%
D1 ag	0	-4	1	3	0	1	1	9
D2 potentiator	0	5	-11	-2	-5	28	-4	nt

#41 COc1cc2c(C#N)c(N3CCN(c4ccccc4OC)CC3)nc(N)c2c(N)n1
#42 CCC(=O)N1CCc2cc(S(=O)(=O)NCCC(=O)N3CCN(c4ccccc4)CC3)ccc21
#43 COc1ccc(OC)c(CNC(=O)c2cc(=O)[nH]c3ccc(S(=O)(=O)N4CCCCC4C)cc23)c1 (centres undefined)
#44 COc1ccc(OC)c(NC(=O)Cc2coc3ccc(C(C)C)cc23)c1
#45 CCOC(=O)C1CCN(C(=O)Cn2ncc3c4ccccc4n(Cc4ccccc4F)c3c2=O)CC1
#46 Cc1ccc(S(=O)(=O)N/N=C/c2cccn2-c2ccc(Cl)cc2)cc1
#47 Fc1ccc(-c2n[nH]c(=S)n2Cc2ccccc2)cc1
#48 CCN(CC(=O)NCc1ccc(F)cc1)Cc1nc2ccccc2c(=O)[nH]1

compound no.	41	42	43	44	45	46	47	48
TRHR agonist	5.5	0.6	-0.3	-0.3	-1.1	-1.2	-1.6	-0.1
TRHR enhancer	-20	-5	0	-4	2	10	-5	2
D1 potentiator	-7	-3	0	3	6	-2	-6	-1
RXFP1 ag	-2.0%	1.0%	0.4%	-1.7%	12%	-0.6%	2.0%	2.9%
D1 antagonist	8	3	11	15	-2	-2	-3	0
RXFP1 antagonist	-12	-7	1	-31	1	-10	-8	-9
Anesthetic bind	-17%	-15%	?	7%	-17%	-4%	-2%	-14%
D1 ag	11	6	-3	0	-1	0	-1	0
D2 potentiator	3	-4	8	3	24	-8	0	8
